GAA inhib: qHTS Assay for Inhibitors of Human alpha-Glucosidase as a Potential Chaperone Treatment of Pompe Disease | AID 1466, 2008 | purified human GAA, 4-MU-alpha-glucoside fluorescence | Potency, µM (titrated, usually from 76.9 µM), inactives show top-dose activity change, negative = inhibition, actives largely listed as inhibitors | actives 0.005% (n = 200,000) | Lysosomal alpha-glucosidase (Homo sapiens), P10253;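 note: plate controls were uninhibited enzyme wells for no effect and no-enzyme background for full effect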
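Endpoint fluorogenic read: 20 min room-temperature reaction of 4 nM human alpha-glucosidase with 400 uM 4-methylumbelliferyl-alpha-D-pyranoside, pH 5.0, quenched with 1M NaOH/1M glycine pH 10. AC50 from Hill modeling.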
Tau fluor counter: Counterscreen qHTS for Inhibitors of Tau Fibril Formation, Fluorescence Polarization | AID 1463, 2008 | Potency, µM (top dose mostly 57.7 µM), for inactives: top-dose activity change, negative = decrease | tau K18 P301L (four-repeat tau fragment) Alexa594 fluorescence, heparin fibrillization | actives 0.93% (n = 280,000); note: % is set by controls: 0 for no effect and ±100 for the full control effect; nearly all actives have a fitted effect of over 55% in size
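Human K18 P301L tau (15 uM unlabeled plus 0.24 uM Alexa 594-labeled, final) in 100 mM sodium acetate pH 7 was mixed with compound and 20 uM heparin and incubated 6 hr at 37 C.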
ALDH1A1 block: qHTS Assay for Inhibitors of Aldehyde Dehydrogenase 1 (ALDH1A1); Purified ALDH1A1, NADH fluorescence, propionaldehyde substrate; actives 7.3% (n = 220,000); Potency, µM (titrated, usually from 75.3 µM), without a hit: top-dose activity, negative = inhibition, hits mostly inhibitors; active = well fitted inhibition curve with a large enough effect, not every such curve was filed as active; inconclusive = small, poorly fitted or top-dose-only effect, or another doubt; inactive = no such curve, though single readings can be large or run the other way;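 note: plate controls were no enzyme wells and a reference inhibitor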
Target sequence (P00352 whole entry, looked up): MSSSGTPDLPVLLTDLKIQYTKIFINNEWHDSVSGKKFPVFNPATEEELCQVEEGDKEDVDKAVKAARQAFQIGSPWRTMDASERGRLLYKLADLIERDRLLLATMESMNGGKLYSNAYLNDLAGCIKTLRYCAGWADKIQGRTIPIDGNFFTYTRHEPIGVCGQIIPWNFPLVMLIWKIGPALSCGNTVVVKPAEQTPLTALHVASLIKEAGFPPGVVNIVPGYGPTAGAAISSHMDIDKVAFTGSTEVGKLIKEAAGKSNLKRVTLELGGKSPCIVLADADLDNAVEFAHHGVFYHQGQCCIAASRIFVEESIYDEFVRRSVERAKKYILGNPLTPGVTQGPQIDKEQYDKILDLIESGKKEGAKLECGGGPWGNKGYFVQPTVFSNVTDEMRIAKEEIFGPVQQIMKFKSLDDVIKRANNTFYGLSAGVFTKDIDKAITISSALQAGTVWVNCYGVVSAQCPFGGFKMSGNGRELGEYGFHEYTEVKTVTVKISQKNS
NPSR antagonist: qHTS Assay for Antagonists of the Neuropeptide S Receptor: cAMP Signal Transduction. Potency, µM (highest dose often 38.3 µM), for the others: at the highest dose activity change, negative = inhibition, most hits filed as inhibitors. CHO-NPSR cells, cAMP TR-FRET, antagonist mode. Q6W5P4. actives 1% (n = 220,000); note: % is set by controls: 0 for no effect and ±100 for the full control effect; nearly all actives have a fitted effect of over 50% in size; many of its hits are not listed in these tables
Epigenetic derep: Quantitative High-Throughput Screen for Regulators of Epigenetic Control; murine LDR cells, GFP reporter derepression, 30 h; Potency, µM (highest dose often 53.9 µM), for inactives: at the highest dose GFP activation, actives largely listed as activators; actives 0.2% (n = 280,000); note: % of control where 0% means no effect; nearly all actives have a fitted effect of over 60% in size
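Readout is the number of GFP-expressing murine LDR cells, counted by cytometry following washing. Cells were treated with compound for 30 h at 37 C; the stably integrated CMV-GFP locus is normally silent.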
GAA spleen mod: qHTS Assay for Inhibitors and Activators of Human alpha-Glucosidase From Spleen Homogenate; Lysosomal alpha-glucosidase (Homo sapiens), P10253; Potency, µM (series often up to 79.9 µM), without a hit: at the highest dose activity change, negative = inhibition, actives largely listed as inhibitors; human spleen homogenate, 4-MU-alpha-glucoside fluorescence; actives 0.006% (n = 240,000);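 note: 0% = enzyme with vehicle and -100% = no enzyme basal signal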
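Human spleen homogenate (1 ug) with 4-methylumbelliferyl-alpha-D-glucopyranoside (1 mM final) in 50 mM citrate/phosphate pH 5.0, 0.01% Tween-20; 40 min at 37 C. Stopped at pH 10; 4-MU fluorescence Ex 365/Em 440 nm; AC50 by Hill fit.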
GAA glycogen: qHTS Assay for Inhibitors and Activators of Human alpha-Glucosidase Cleavage of Glycogen; Potency, µM (highest dose often 76.4 µM), for the others: at the top dose activity change, negative = inhibition, usual class: inhibitors; recombinant GAA, glycogen substrate, Amplex Red glucose oxidase fluorescence; actives 0.38% (n = 300,000); Lysosomal alpha-glucosidase (Homo sapiens), P10253;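 note: 0% = full enzyme reaction and -100% = no-enzyme basal signal; the screen sought inhibitors and activators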
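Recombinant human enzyme (4 nM); glycogen substrate; 37 C, 40 min, pH 5.0. Readout: coupled glucose oxidase/Amplex Red fluorescence.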
aGal spleen mod: qHTS Assay for Inhibitors and Activators of Human alpha-Galactosidase From Spleen Homogenate | Alpha-galactosidase A (Homo sapiens), P06280 | human spleen homogenate, 4MU-alpha-Gal fluorescence, 40 min | Potency, µM (top dose mostly 80 µM), inactives show at the highest dose activity change, negative = inhibition, usual class: inhibitors | actives 0.008% (n = 240,000) | AID 2107, 2009;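 note: 0% = enzyme with vehicle and -100% = no enzyme basal signal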
Target sequence (P06280 32-429 limits assumed): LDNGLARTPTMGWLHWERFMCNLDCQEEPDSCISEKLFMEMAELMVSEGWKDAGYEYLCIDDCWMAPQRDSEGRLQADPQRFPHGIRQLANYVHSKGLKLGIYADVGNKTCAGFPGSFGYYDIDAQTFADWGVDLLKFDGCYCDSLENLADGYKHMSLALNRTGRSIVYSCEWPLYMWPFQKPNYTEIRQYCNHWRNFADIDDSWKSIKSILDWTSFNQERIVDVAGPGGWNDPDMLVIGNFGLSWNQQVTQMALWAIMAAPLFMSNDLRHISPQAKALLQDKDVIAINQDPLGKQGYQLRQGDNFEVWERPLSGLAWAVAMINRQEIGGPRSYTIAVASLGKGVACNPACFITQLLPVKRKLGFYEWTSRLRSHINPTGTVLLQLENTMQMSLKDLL
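Spleen homogenate 1 ug + cpd (titration) + 4-MU-alpha-D-galactopyranoside 1 mM; 37C 40 min; 50 mM citrate/phosphate pH 5.0, 0.01% Tween-20; stop pH 10; fluorescence 365/440; AC50 via Hill.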
* marks the source's active call; other numbers are inactive results; u = inconclusive; x = no result given; & = joins results of further samples; [ ] = remark or other dose. Unless noted, calls come from the whole dose curve; as a rule, active = well fitted curve in the direction sought with a large enough effect; inconclusive = small, poorly fitted or top-dose-only effect, or another doubt; inactive = no such curve, though single readings can be large; an effect the other way counts as inactive or inconclusive. Potency is the fitted concentration of half-maximal effect.

Results follow in this order: GAA inhib | Tau fluor counter | ALDH1A1 block | NPSR antagonist | Epigenetic derep | GAA spleen mod | GAA glycogen | aGal spleen mod
1	CC(C)Oc1cc2oc(=O)c3c(c2cc1Cl)CCC3
  -5% | 0% | u | -1%[46.1 µM] | -1.1% | 6% | 1% | 9%
2	CCOCCCNc1nc2c(c(=O)[nH]c(=O)n2C)n1CCCc1ccccc1
  0% | 0% | 2% | -5%[46.1 µM] | 0.0% | 5% | -10% | 5%
3	CC(C)Sc1nnc([C@H](Cc2c[nH]c3ccccc23)NC(=O)OC(C)(C)C)o1
  -4% | u | -14% | -12%[46.1 µM] | 0.9% | -5% | -12% | -3%
4	COc1ccccc1CNC(=O)/C=C/c1cc2c(cc1Br)OCO2
  0% | -4% | 12% | -1%[46.1 µM] | 0.0% | 10% | 2% | 2%
5	Cc1oc(-c2cccc(Cl)c2)nc1CN1CCC(C(=O)N2CCN(c3ccccc3F)CC2)CC1
  x | 4% | -7% | 24% | 1.2% | -12% | -12% | 2%
6	Cn1nccc1C(=O)Nc1sc2c(c1C(N)=O)CCCC2
  u | -13% | u | 12% | -8.8% | -4% | -8% | -1%
7	CC(=O)c1ccc(N2Cc3ccccc3/C2=N\C(=O)Nc2ccc(Cl)cc2)cc1
  1% | -13% | 3% | -2% | u | -1% | 9% | 2%
8	N#Cc1cc2ccc(N3CCOCC3)cc2cc1C#N
  -3% | -13% | -6% | -3%[46.1 µM] | u | 8% | 7% | 9%
9	Cc1nn(Cc2ccc(F)cc2)c(C)c1NC(=O)c1noc2c1CCc1ccccc1-2
  -3% | 2%&-1% | 0% | -20%[46.1 µM] | 0.0%&-0.8% | -6% | 0%[76.3 µM] | -1%
10	CCC(C)NC(=O)Cn1cnc2sc(C)cc2c1=O (stereo unspecified)
  -5% | 2% | -1% | -2%[46.1 µM] | -1.1% | -7% | 10% | 5%
11	O=C(c1ccccc1-c1nc(-c2ccccc2)no1)N1CCOCC1
  1% | -1% | -2% | -6%[46.1 µM] | -1.2% | -2% | 2% | -2%
12	COc1cccc(-n2c(COc3ccc(C)cc3)nnc2SCC(=O)O)c1
  2% | 8% | -14% | 14%[46.1 µM] | 1.9% | -1% | -8% | -1%
13	O=C(O)c1ccc(Cn2cnc3scc(-c4ccccc4)c3c2=O)cc1
  10% | -7% | 9% | 1% | 1.3% | 2% | -2% | 7%
14	CC(=O)O[C@@H](C)C#C[Si](C)(C)c1ccccc1
  x | -2% | 5% | x | -1.1% | -4% | x | 4%
15	COc1ccc(NC(=O)CSc2nnc(C3CC3)n2-c2ccccc2)cc1
  -2% | -9% | 3% | 2%[46.1 µM] | -1.4% | -1% | 6% | 2%
16	O=C(COC(=O)CNS(=O)(=O)/C=C/c1ccccc1)Nc1cc(S(=O)(=O)N2CCCCC2)ccc1Cl
  -5% | -14% | -9% | -6% | 1.1% | 5% | 2% | 11%
17	O=C1/C(=C/c2ccncc2)N=C2CCCCCN12
  x | 1% | x | 10% | -1.6% | -2% | -4% | 13%
18	O=S(=O)(Nc1cc(S(=O)(=O)N2CCOCC2)ccc1N1CCCC1)c1cccs1
  0% | -15% | 0.4µM* | -6% | -0.3% | -1% | u | -2%
19	Cc1ccc(-n2[nH]c(C)c(C=Nc3ccc(S(=O)(=O)Nc4nccs4)cc3)c2=O)cc1C
  -18% | -15% | 4% | -26% | -1.1% | -10% | -5% | 1%
20	O=C1NC(c2ccccc2)Nc2c1sc(=S)n2-c1ccccc1 (stereo unspecified)
  3% | -21% | 32µM* | -29% | 0.1% | -4% | 4% | u
21	COc1ccccc1N1N=C(C(=O)c2ccccc2)C2C(=O)N(c3ccc(Br)cc3)C(=O)C21 (stereo unspecified)
  x | u | x | -4% | 0.1% | -1% | 3% | -3%
22	Cc1ccccc1C1c2[nH]c3ccccc3c2CCN1Cc1cccn1-c1ncccn1 (stereo unspecified)
  x | -30% | x | -24% | 1.1% | -1% | 0% | -17%
23	Cc1ccc(/C([O-])=C(/C(=S)NCc2ccco2)[n+]2ccccc2)cc1
  -8% | -18% | -7% | -9%[46.1 µM] | 0.1% | -1% | -7% | -1%
24	Cc1occc1C(=O)N=Nc1c(O)n(C)c2ccccc12
  -13% | 5% | 3% | -13% | -3.0% | -2% | 5% | -8%
25	CSc1nnc(-c2sccc2-n2cccc2)o1
  1% | -5% | -6% | 1% | -1.9% | x | -1% | 3%
26	CCCSc1nsc(SCCC)c1C#N
  3% | -20% | u | 2%[46.1 µM] | -7.6% | -16% | -2% | -8%
27	COc1cc2c(cc1NC(=O)COC(=O)/C=C/c1ccccc1)oc1ccccc12
  -7% | -1% | 7% | -37% | -1.0% | -6% | 14% | 1%
28	CCOC(=O)CN1C(=O)COc2ccc(Cl)cc21
  0% | -5% | -5% | -3%[46.1 µM] | -0.9% | -5% | -1% | -16%
29	COc1ccc(Cn2c(C)c(C)c(C#N)c2NC(=O)Nc2ccc(F)cc2)cc1
  -1% | -25% | -2% | 6%[46.1 µM] | -1.8% | -6% | -10% | -3%
30	CCCc1cc(=O)[nH]c(SCC(=O)N(C)C2CCS(=O)(=O)C2)n1 (stereo unspecified)
  3% | 4% | 7% | -6%[46.1 µM] | -2.7% | -4% | 14% | -7%

Additional records follow.
no.	SMILES	GAA inhib	Tau fluor counter	ALDH1A1 block	NPSR antagonist	Epigenetic derep	GAA spleen mod	GAA glycogen	aGal spleen mod
31	CCCCCCCCC(=O)NCCOc1ccc(OC)cc1	-2%	3%	4%	2%	0.0%	5%	12%	11%
32	O=C(NCC1CCCO1)C1CCC(N2C(=O)c3ccccc3C2=O)CC1 (stereo unspecified)	u	-1%	0%	1%[46.1 µM]	1.7%	4%	6%	11%
33	CCOC1(NC(=O)c2ccccc2)C(C)=CC(=O)C=C1C	0%	-9%	0%	0%[46.1 µM]	-0.1%	-5%	2%	6%
34	CCN(CC)C(=O)CSc1nnc(CNc2ccc(F)cc2)n1-c1ccccc1	0%	-3%	u	6%[46.1 µM]	-4.0%	1%	0%	-1%
35	O=C(COc1ccc(S(=O)(=O)NC2CCCCC2)cc1Cl)NCc1ccc2c(c1)OCO2	u	-25%	-4%	-15%[46.1 µM]	-0.1%	-6%	-9%	-2%
36	COc1cc(OC)cc(C(=O)NNC(=O)c2cc3c(s2)CCCC3)c1	1%	4%	3%	0%	-2.9%	-22%	18%	-16%
37	Cc1nc2ccc(S(=O)(=O)NCC(=O)Nc3cccc(F)c3)cc2s1	-1%	4%	-4%	-3%	-0.1%	-3%	5%	3%
38	NCC(O)CN(c1ccccc1)c1ccccc1 (stereo unspecified)	11%	-7%	4%	17%	1.1%	4%	18%	3%
39	COC(=O)CC1=Nc2ccccc2NC(=O)C1	-3%	-3%	2%	-7%[46.1 µM]	0.0%	-9%	-14%	5%
40	COCC(C)n1c(SCC(=O)NCCC2=CCCCC2)nc2ccccc2c1=O (stereo unspecified)	8%	-14%	5%	-25%[46.1 µM]	0.1%	-5%	-6%	0%

Among those listed so far, 2 contain a COOH group:
no.	SMILES	GAA inhib	Tau fluor counter	ALDH1A1 block	NPSR antagonist	Epigenetic derep	GAA spleen mod	GAA glycogen	aGal spleen mod
12	COc1cccc(-n2c(COc3ccc(C)cc3)nnc2SCC(=O)O)c1	2%	8%	-14%	14%[46.1 µM]	1.9%	-1%	-8%	-1%
13	O=C(O)c1ccc(Cn2cnc3scc(-c4ccccc4)c3c2=O)cc1	10%	-7%	9%	1%	1.3%	2%	-2%	7%

Looked up above:
Reading for CCN(CC)C(=O)CSc1nnc(CNc2ccc(F)cc2)n1-c1ccccc1 in NPSR antagonist: 6%[46.1 µM]
Reading for CCOC1(NC(=O)c2ccccc2)C(C)=CC(=O)C=C1C in GAA spleen mod: -5%

An excerpt from above in order of their number in GAA glycogen, rising.
entry | SMILES | GAA glycogen
35 | O=C(COc1ccc(S(=O)(=O)NC2CCCCC2)cc1Cl)NCc1ccc2c(c1)OCO2 | -9%
31 | CCCCCCCCC(=O)NCCOc1ccc(OC)cc1 | 12%
36 | COc1cc(OC)cc(C(=O)NNC(=O)c2cc3c(s2)CCCC3)c1 | 18%

Continuation.
no.	SMILES	GAA inhib	Tau fluor counter	ALDH1A1 block	NPSR antagonist	Epigenetic derep	GAA spleen mod	GAA glycogen	aGal spleen mod
41	COC(=O)C(C(=O)OC)C1O[C@@]23COCCC2(C)C3c2ccccc21 (stereo partly specified)	x	-22%[11.6 µM]	-5%[13.5 µM]	x	0.0%[10.1 µM]	12%[17.4 µM]	x	-2%[17.5 µM]
42	Cc1cc(=O)[nH]c(=O)n1Cc1ccccc1	2%	2%	3%	18%	-1.3%	-2%	7%	-2%
43	CC(C)[C@H](NC(=O)Nc1ccc2c(c1)OCCO2)C(=O)O	-10%	20%	1%	-1%[46.1 µM]	0.0%	0%	-2%	8%
44	Clc1ccc(-c2nc3ccncc3[nH]2)cc1	-3%	-9%	11µM*	12%	0.0%	-9%	8%	-4%
45	Cc1ccc(C2C(C#N)=C(N)Oc3cc(C)oc(=O)c32)o1 (stereo unspecified)	4%	-9%	u	47%	2.5%	-1%	7%	-5%
46	Cc1ccc(OCC(=O)O/N=C(\N)c2cccnc2)cc1	-10%	-12%	-4%	-6%	3.5%	-3%	0%	-5%

Source: PubChem BioAssay (National Center for Advancing Translational Sciences (NCATS))

The list is partial; count on the stated rates, not on these rows.
